Source: PubChem (Broad Institute)
DENV2 CPE: inhibitors of DENV2 cytopathic effect, primary screen, cell-based, plate reader, single concentration; DENV2-infected cells, cytopathic effect rescue; CPE inhibition, % at 9.99 µM; 1.7% of 350,000 active; in the data active = CPE inhibition above about 20%, passing the limit was not always enough; inconclusive = no clear call, values can overlap the other calls; tested in BHK-21 cells;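 note: 0% = median of neutral control wells and 100% = median of positive control wells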
F508del corr: F508del CFTR correction, initial screen, CFBE line, single point. 0.36% of 350,000 active. CFBE cells, YFP halide quenching; stimulated with forskolin plus potentiator P3; % fluorescence drop versus neutral controls. AID 720511, 2013. activity (quench increase), % at 7.58 µM;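 active = mean added fluorescence quench of at least 8% versus neutral control, with both replicates also reaching 8%; inconclusive = only one of the mean or replicate conditions met; inactive = mean below 8% and not both replicates reaching 8%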;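 note: cells transiently co-express mutant CFTR-F508del with the halide-sensitive YFP; corrector assay measuring rescue of mutant channel to the surface after 24 h compound exposure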
FN deposition inh: inhibitors of fibronectin matrix deposition, primary screen, AH1F cells, Alexa488-fibronectin fluorescence, plate reader; AH1F fibroblasts, overnight; inhibition, % at 12.6 µM; 0.086% of 350,000 active; AID 743247, 2014;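 active = mean inhibition across replicates of 30% or more, regardless of how many single replicates reach that level; inconclusive = mean under 30% yet at least half of replicates reach 30%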;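 note: positive control wells lacked labelled fibronectin entirely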
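Measured by – fluorescence 485/525 nm · System – AH1F fibroblast monolayer, labelled fibronectin deposition · Amount – 10000 cells per well · Buffer or medium – serum-reduced DMEM (2% serum) · Doses – single dose, pinned · Also added – fluorescent fibronectin at 24 nM final · Schedule – 1 h cell attachment, overnight exposure to compound and label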
INS-1E GSIS act: GLuc luminescence reporter in INS-1E cells, primary screen for activators of glucose-dependent secretion of insulin | INS-1E GLuc reporter insulin secretion, 2-3 h | activation, % at 16.6 µM | 0.61% of 370,000 active;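 active = lowest replicate activation of at least 40%, so every replicate reaches that level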;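 note: 0% = median of neutral control wells and 100% = median of IBMX positive control wells; some compounds called inactive have numbers as strong as hits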
EWS-Fli block: EWS/Fli-driven NR0B1 reporter inhibitors, primary screen, A673 cells, NR0B1 luciferase, luminescence, MLPCN library; viability-normalised; 0.67% of 350,000 active; inhibition, % at 12.6 µM; AID 651661, 2012;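 active = mean inhibition of at least 50% after viability correction, with every replicate also passing that limit; inconclusive = mean reaches 50% but only one of two replicates passes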;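 note: firefly luciferase signal divided by Alamar Blue viability fluorescence both relative to DMSO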
miR-122 sensor: miR-122 Renilla sensor signal increase in Huh7, primary screen, miR-122 inhibitor project, cell-based, single point, plate reader | activation (reporter increase), % at 12.5 µM | 0.3% of 340,000 active | Huh7 miR-122 Renilla luciferase sensor, 48 h; neutral wells = 0, positive control = 100;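 active = mean replicate activation score at least 90 and every replicate individually at or above 90; inconclusive = only one of the two criteria met; inactive = neither criterion met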;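 note: higher luciferase means less miR-122 activity so hits act as miR-122 inhibitors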
PAX8 inh HTS: inhibitors of PAX8-driven TPO luciferase reporter, primary screen, RMG-I cells, single concentration; AID 652154, 2013; 1.2% of 360,000 active; inhibition, % at 12.6 µM; SteadyGlo, 24 h;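 active = mean replicate inhibition at least 60% with every replicate also reaching 60%; inconclusive = only one of the two criteria is met; inactive = mean below 60% and not all replicates reaching 60%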;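 note: luciferase light reporting Pax8 driven TPO promoter activity; plate controls were median of neutral control wells for no effect and mitoxantrone controls for full effect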
Starred values were filed as active, the others as inactive; ? = inconclusive; / = no result given; & = joins results of further samples; [ ] = another dose, or the depositor's remark. Rows are unselected; about 3.9% have a hit in one of these screens.

SMILES	DENV2 CPE	F508del corr	FN deposition inh	INS-1E GSIS act	EWS-Fli block	miR-122 sensor	PAX8 inh HTS
O=C(Nc1ccc(F)c(Cl)c1)C1CC(=O)N(Cc2ccccc2)C1 (stereo not drawn)	14	-0.5	/	7	/	-8	-10
CC(NC(=O)CCc1ccccc1)c1cc2c(cc1Cl)OCCO2 (stereo not drawn)	2	/	5	-22	12	0	2
COc1ccc(OC)c(Nc2cc(C)nc3ccccc23)c1	/	/	0	/	/	-28	25
Cc1ccc(N2CC(c3nc4ccccc4n3C)CC2=O)cc1C (stereo not drawn)	-3	1.5	3	/	-1	6	2
Cc1cc(C)nc(-n2nc(C)cc2NC(=O)CN2CCc3ccccc3C2)n1	-3	2.0	/	-5	32	-4	/
O=[N+]([O-])c1ccc(CNc2cccc(F)c2)s1	2	-0.4	-11	/	19	-7	27
CCC(=O)Nc1ccc2c(c1)OC[C@H](C)N(C(=O)COC)C[C@H](C)[C@H](OC)CN(C)C2=O	11	-2.5	14	-1	1	/	4
Cc1cc(Nc2cccc(Cl)n2)n(-c2ccccc2)n1	/	/	11	29	-17	1	-9
CCn1ccnc1CN1CCCC(CO)(Cc2cccc(OC)c2)C1 (stereo not drawn)	-3	-1.6	-2	-8	10	10	8
O=C(O)c1cc(=O)[nH]c2ccc(S(=O)(=O)Nc3ccc(F)cc3)cc12	-1	0.0	-6	-3	4	2	-23
CC(=O)Nc1ccccc1OCC(=O)c1ccc2c(c1)OCO2	/	/	4	/	/	5	-131
Cc1nccn1-c1ccc(NC(=O)[C@@H](Cc2ccccc2)NC(=O)[C@H]2O[C@@H](n3ccc(=O)[nH]c3=O)[C@H](O)[C@@H]2O)cc1	12	-0.9	5	9	-16	/	2
COc1cccc(C#Cc2ccc([C@H]3[C@H](C#N)N(C(=O)C4CCC4)[C@H]3CO)cc2)c1	2	-4.4	-1	12	-16	/	-8
COCCNCc1nc2sc(C)c(-c3ccccc3)c2c(=O)[nH]1	1	-2.4	7	-11	1	-19	-1
COc1c(Br)cc(Br)cc1C(=O)Nc1ccccc1N1CCCC1	-1	0.9	0	-3	2	-2	12
C[C@@H]1CN([C@H](C)CO)C(=O)c2cccc(NC(=O)c3ccncc3)c2O[C@@H]1CN(C)C(=O)Nc1ccc2c(c1)OCO2	5	0.2	/	-5	-113	-3[16.7 µM]	/
CCOC(=O)N1CCN(C(=O)C2CCN(S(=O)(=O)CC)CC2)CC1	/	/	2	0	/	-2	/
O=C(CSc1ncn[nH]1)c1ccco1	/	/	-2	-7	/	-8	-5
C[C@@H]1CN([C@@H](C)CO)C(=O)Cc2cc(NS(=O)(=O)c3ccc(Cl)cc3)ccc2O[C@@H]1CN(C)C	-3	1.1	/	18	3	2[16.7 µM]	2
CCOC(=O)N1CCC(NC(=O)c2cccs2)CC1	-2	-0.7	3	7	-1	/	24

Among those listed so far, three contain fluorine:
SMILES	DENV2 CPE	F508del corr	FN deposition inh	INS-1E GSIS act	EWS-Fli block	miR-122 sensor	PAX8 inh HTS
O=C(Nc1ccc(F)c(Cl)c1)C1CC(=O)N(Cc2ccccc2)C1 (stereo not drawn)	14	-0.5	/	7	/	-8	-10
O=[N+]([O-])c1ccc(CNc2cccc(F)c2)s1	2	-0.4	-11	/	19	-7	27
O=C(O)c1cc(=O)[nH]c2ccc(S(=O)(=O)Nc3ccc(F)cc3)cc12	-1	0.0	-6	-3	4	2	-23

Following part
SMILES	DENV2 CPE	F508del corr	FN deposition inh	INS-1E GSIS act	EWS-Fli block	miR-122 sensor	PAX8 inh HTS
CC(NC(=O)CCCc1ccccc1)c1ccncc1 (stereo not drawn)	6	2.5	8	7	5	1	17
C[C@H](CO)N1C[C@H](C)[C@H](CN(C)Cc2ccc(C(=O)Nc3ccccc3N)cc2)OCCCC[C@H](C)Oc2ccc(N(C)C)cc2C1=O	16	1.7	/	5	9	/	-19
O=C(c1n[nH]c2ccccc12)N1CCN(S(=O)(=O)c2ccc3ccccc3c2)CC1	/	/	-2	/	/	12	16
Cc1ccsc1/C=C(/C#N)C(=O)NCc1ccccc1	-11	-0.8	4	-6	-60	0	31
O=C(CSc1nc(N2CCOCC2)nc(N2CCOCC2)n1)Nc1ccc([N+](=O)[O-])cc1	1	2.6	/	6	/	6	-19
O=C(O)C[C@@H]1C=C[C@@H](NC(=O)CCN2CCCCC2)[C@H](CO)O1	4	-0.7	7	3	3	/	/
CN1CCN(C(=O)c2ccc(-c3cnc4cccnn34)cc2)CC1	-3	-3.3	2	/	2	2	/
COc1ccc(Br)cc1/C=N/NC(=O)CNC(=O)c1cccnc1	5	4.5	15	/	14	5	17
COc1cc(CNC(=O)c2ccccc2NC(=O)C2=C(C)OCCS2)cc(OC)c1OC	-2	-2.0	8	11	1	-5	7
CC(C)c1cn(CC[C@H]2CC[C@H](NC(=O)Nc3cc(Cl)cc(Cl)c3)[C@H](CO)O2)nn1	-6	1.4	3	-4	4	10[16.7 µM]	1
CCCN1[C@@H]2c3ccc(C4=CCCCC4)c(=O)n3C[C@@H]2[C@@H](CO)[C@@H]1C(=O)NC1Cc2ccccc2C1	-8	/	/	-7	4	/	8
COc1ccc(NC(=O)COC(=O)c2ccccc2SCC(=O)N2CCCC2)cc1	4	4.6	-2	7	-20	/	-34
Cc1cccn2c(=O)c3cc(C(=O)N4CCCCC4C)sc3nc12 (stereo not drawn)	-3	0.8	0	1	-23	-8	24
O=C(c1sc2ccccc2c1Cl)N(Cc1ccccc1Cl)C1CCS(=O)(=O)C1 (stereo not drawn)	/	/	7	-20	/	1	/
N#CCC(=O)c1ccccc1Oc1ccc(Cl)cc1	10	2.2	5	1	-5	/	-3
CCN(C(=O)/C=C/c1ccc(OC)cc1)C1CCCCC1	12	-0.6	-13	/	-31	-1	-19
C#CCNC(=O)C1=C[C@@H](c2coc3ccccc3c2=O)C[C@@H](OCc2ccc(CO)cc2)O1	0&-10	1.5&0.7	-17	19	-14&1	0	-3&8
CC(C)(C)S(=O)(=O)N1C[C@@H]2C(=CC[C@H]3C(=O)N(c4ccccc4)C(=O)[C@@H]23)[C@@H]1CCO	-2	4.4	/	10	5	-2	3
COC(=O)c1cnc(Oc2ccc(NC(=O)NC(=O)c3c(F)cccc3Cl)cc2)cc1C(F)(F)F	4	0.4	-4	6	51*	/	31
COc1ccc(-c2nn(-c3ccccc3)cc2/C=N/Nc2cccc(C(=O)O)c2)cc1	15	1.0	-1	2	-66	-1	-100
O=C(N[C@@H]1C[C@H]2CC[C@@H]1C2)c1ccco1	1	0.6	-4	12	3	0	-12
COCCCNC(=O)CN1CCN(Cc2ccccc2Cl)C1=O	?	1.1	/	0	2	5	18
Cc1cc(=O)[nH]c(/N=C(\N)Nc2ccc3c(c2)OCCO3)n1	-4	-0.9	-6	-2	-1	1	3
Cc1ccccc1CN(C)CC(=O)Nc1ccccc1-c1ccccc1	/	/	-4	17	/	-6	22
Cc1ccc(C(=O)NCC(=O)NCc2cc(=O)n(C)c(=O)n2C)cc1C	5	-0.9	-3	7	2	-11	-6
CCOc1cc(N2CCOCC2)c(OCC)cc1NC(=O)c1cc(C)nc2ccccc12	8	-0.4	5	0	1	/	17
CCN(CC)CCNC(=O)c1ccc(NC(=O)c2cccc(S(=O)(=O)N(C)C3CCCCC3)c2)cc1	20	0.3	0	/	3	/	6
COc1ccc(CN(C)C[C@@H]2Oc3c(NC(=O)c4ccncc4)cccc3C(=O)N([C@@H](C)CO)C[C@H]2C)cc1	-5	1.5	/	-18	-3	-4[16.7 µM]	5
COc1ccc(-c2cnc3c(c2)C(=O)N([C@H](C)CO)C[C@@H](C)[C@@H](CN(C)S(=O)(=O)c2ccc(OC)cc2)O3)cc1	/	0.1	1	-8	-5	-2[16.7 µM]	/
CN1C(=O)c2cc(NC(=O)c3cc(F)cc(F)c3)ccc2OC[C@@H]2O[C@@H](CC(=O)O)CC[C@H]21	3	1.5	1	5	6	-2[16.7 µM]	-6
CC(=O)NC1C(=O)N=C(SCC(=O)NCc2ccccc2)NC1=O (stereo not drawn)	-3	0.8	/	2	5	/	/
COc1cccc(C(=O)NCC(c2cccs2)N2CCOCC2)c1 (stereo not drawn)	-2	-0.8	2	2	-16	6	-12
CC(=O)N(O)CCCCCNC(=O)CCC(=O)N(O)CCCCCNC(=O)CCC(=O)N(O)CCCCCNC(=O)CCC(=O)O	1	0.7	/	9	-15	3	4
CCCS(=O)(=O)NCc1ccc2c(c1)cc(C)n2C	-3	-3.4	/	22	-9	/	/
C[C@@H]1CN([C@@H](C)CO)S(=O)(=O)c2ccc(C#Cc3ccccc3)cc2O[C@@H]1CN(C)S(C)(=O)=O	-5	1.3	/	-26	0	17[16.7 µM]	19
CNC[C@@H]1Oc2cc(C#CC(C)(C)O)ccc2S(=O)(=O)N([C@@H](C)CO)C[C@H]1C	3	-0.4	/	19	-5	-4[16.7 µM]	/
Cc1c(C)n(-c2ccccc2)c2ncnc(NCCN(C)C)c12	?	2.2	7	10	4	1	-16
C[C@@H]1CN([C@@H](C)CO)C(=O)c2cc(C#Cc3ccccc3)cnc2O[C@@H]1CN(C)C(=O)c1ccccc1	5	/	3	-16	2	-7[16.7 µM]	7
CC(C)NC(=O)N(C)C[C@@H]1Oc2ccc(NC(=O)Cc3cn(C)c4ccccc34)cc2C(=O)N([C@@H](C)CO)C[C@H]1C	80*	3.6	/	11	0	3[16.7 µM]	11
Cc1cc(C)n2nc(C(=O)NC(c3ccccc3)c3ccccc3)nc2n1	-1	-2.1	8	6	7	/	18
COc1ccc(NC(=O)N(C)C[C@H]2Oc3ccc(NC(=O)Nc4ccccc4)cc3C(=O)N([C@H](C)CO)C[C@H]2C)cc1	-5	-1.0	/	-4	46	-2[16.7 µM]	25
COc1ccc2c3c([nH]c2c1)[C@H](CO)N(S(C)(=O)=O)CC31CCN(C(=O)c2cccnc2)CC1	5	-1.0	/	19	-10	/	-3
CN1CCN(C(=O)C[C@H]2CC[C@H]3[C@H](COc4ccc(NC(=O)C5CCCC5)cc4C(=O)N3C)O2)CC1	8	0.5	-5	-6	0	/	-22
C[C@@H]1CCCCO[C@H](CN(C)Cc2ccncc2)[C@H](C)CN([C@@H](C)CO)C(=O)c2cc(NS(=O)(=O)c3ccccc3)ccc2O1	33*	3.4	-4	-13	-19	1[16.7 µM]	1
C=CCOc1ccc(/C=C/C(=O)OCC(=O)NCc2cccs2)cc1	3	-2.2	10	7	-6	/	/
Cc1cccc(C)c1NC(=O)CN(C)C(=O)[C@H](C)NC(=O)c1ccco1	6	-1.2	1	/	-5	-6	-13
COc1ccc(S(=O)(=O)Nc2c(O)c3ccccc3oc2=O)cc1	-11	1.0	2	5	-8	0	-1
COc1cccc(N(CC(=O)NCC2CCCO2)C(=O)CNS(=O)(=O)c2ccccc2)c1 (stereo not drawn)	-3	1.8	0	1	1	1	7
CSc1cc(-c2ccccc2)[nH]c(=O)c1C#N	-4	-1.8	-2	15	-1	/	-19
CC(C)CN(C(=O)c1ccc(N2CCCC2=O)cc1)C1CCS(=O)(=O)C1 (stereo not drawn)	9	-1.0	-1	10	-6	-3	-6
CCN(C(=O)COC(=O)c1ccc(C)c(S(=O)(=O)N2CCCCC2)c1)C1CCS(=O)(=O)C1 (stereo not drawn)	17	1.3	0	-3	2	/	12
CC1=C(C(=O)N(C(C)C)C(C)C)CC(CC(=O)NCCN2CCOCC2)C(=O)N1Cc1ccc(C(C)(C)C)cc1 (stereo not drawn)	-1	3.6	-2	-2	-4	-3	-16
